Screens: PubChem, National Center for Advancing Translational Sciences (NCATS)
Tau fibril FP: tau fibrillization inhibition (FP); P10636; K18 P301L tau heparin fibrillization, Alexa594 FP, 6 h; Potency, µM (highest dose often 57.7 µM), for inactives: at the top dose activity, negative = inhibition, most hits filed as inhibitors; hit rate 0.39% among 280,000; AID 1468; further: on the % scale 0 is the no-effect control and ±100 the full control effect; nearly all actives have a fitted effect of over 55% in size
Target sequence (P10636 561-689 P618L limits assumed): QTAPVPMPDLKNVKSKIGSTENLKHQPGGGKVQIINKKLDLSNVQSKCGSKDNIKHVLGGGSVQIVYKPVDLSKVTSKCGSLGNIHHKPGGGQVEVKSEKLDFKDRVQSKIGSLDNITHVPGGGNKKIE
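Steps: dispense K18 P301L tau (15 uM plus 0.24 uM Alexa 594 tracer, final) in pH 7 sodium acetate; add compound; add heparin (20 uM final); incubate 6 hr, 37 C; add ThT (30 uM final); after 1 hr ambient, read FP.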
L3MBTL1 inh: blocks human L3MBTL1; AlphaScreen L3MBTL1–H3K9me1 peptide binding; hit rate 0.66% among 230,000; Q9Y468; Potency, µM (titrated, usually from 57.1 µM), inactives show top-dose activity, negative = inhibition, usual class: inhibitors; further: on the % scale 0 is the no-effect control and ±100 the full control effect; nearly all actives have a fitted effect of over 60% in size
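Displacement of a biotinylated histone H3(1-15) peptide monomethylated at Lys9 (75 nM) from L3MBTL1 (50 nM) was measured by AlphaScreen after a 30 min room-temperature compound incubation; cefsulodin titration served as intraplate control.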
Tau fluor counter: counter-screen for tau fibril formation inhibitors. AID 1463. Potency, µM (top dose mostly 57.7 µM), inactives show top-dose activity change, negative = decrease. hit rate 0.93% among 280,000. tau K18 P301L Alexa594 fluorescence, heparin fibrillization; further: on the % scale 0 is the no-effect control and ±100 the full control effect; nearly all actives have a fitted effect of over 55% in size
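Human tau K18 P301L (15 uM unlabeled, 0.24 uM Alexa 594-labeled) in 100 mM sodium acetate pH 7 with 20 uM heparin, 6 hr at 37 C. ThT 30 uM added, 1 hr ambient; Alexa 594 FP and total fluorescence read at 555/632 nm.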
TRb-SRC2 inh: TRbeta-SRC2 interaction inhibition; hit rate 0.065% among 280,000; TRbeta-SRC2 peptide binding, fluorescence polarization; receptor liganded with 1 µM T3; Potency, µM (highest dose often 106 µM), inactives show at the top dose activity change, negative = inhibition, hits mostly inhibitors; AID 1469; P10828;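 further: plate controls were bound peptide for no effect and peptide without receptor for full effect; nearly all actives have a fitted effect of over 50% in size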
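Fluorescence polarization of 20 nM Texas Red SRC2 peptide (20-aa NR interaction domain) bound to 0.6 uM human TRb ligand-binding domain, with 1 uM T3, after 5 hr at ambient temperature; inhibition seen as decreased polarization.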
HTT cytoprotect: cytoprotection in Huntington HTT-Q103 PC12 cell model; PC12 HTT-Q103 induced, cytoprotection, ATP luminescence, 40 h; Potency, µM (highest dose often 56.4 µM), for the others: cytoprotection (ATP increase), most hits filed as activators; hit rate 0.14% among 230,000; AID 1471;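 further: % of control where 0% means no effect; nearly all actives have a fitted effect of over 45% in size; toxic huntingtin expression switched on by the ecdysone agonist tebufenozide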
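Rat PC12, Q103 Htt exon1-GFP fusion, ecdysone promoter; tebufenozide inducer 100 nM final; compound titration; qHTS, 1500 cells/well; ATPlite luminescent read.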
Tau ThT inhib: tau fibrillization inhibition (ThT binding); P10636; recombinant tau K18 P301L (four-repeat tau fragment), heparin-induced fibrillization, ThT fluorescence; Potency, µM (series often up to 57.4 µM), inactives show at the highest dose activity, negative = inhibition, hits mostly inhibitors; hit rate 2.1% among 270,000; AID 1460; further: on the % scale 0 is the no-effect control and ±100 the full control effect; nearly all actives have a fitted effect of over 55% in size
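Tau K18 P301L fragment (15 uM unlabeled plus 0.24 uM Alexa 594-labeled) in 100 mM sodium acetate pH 7 with compound, fibrillization induced by 20 uM heparin for 6 hr at 37 C. Thioflavin T (30 uM) added, fluorescence read after 1 hr (ex 450, em 510 nm).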
TR SRC2 fluor cs: alters Texas Red total fluorescence, flagging assay interference | Potency, µM (highest dose often 106 µM), for inactives: at the top dose fluorescence change, negative = quenching | AID 1479 | hit rate 0.29% among 280,000 | TRb/SRC2 Texas Red total fluorescence interference; active means well fitted curve in either direction with a large enough effect; inconclusive means small, poorly fitted or top-dose-only effect; further: on the % scale 0 is the no-effect control and ±100 the full control effect
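Flags fluorescent or light-absorbing compounds by total fluorescence, S + 2P, at 555 nm excitation and 632 nm emission. Mixture: 20 nM Texas Red SRC2 peptide, 0.6 uM human TRb LBD, 1 uM T3, 5% DMSO; compound exposure 5 h at ambient temperature.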
RECQ1 inh: inhibitors of human RECQ1 DNA helicase; AID 2549; P46063; Potency, µM (top dose mostly 57.3 µM), for the others: at the highest dose activity, negative = inhibition, hits mostly inhibitors; hit rate 0.54% among 240,000; RECQ1 DNA unwinding, red fluorescence kinetic read;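 further: plate controls were vehicle for no effect and no enzyme for full effect; nearly all actives have a fitted effect of over 30% in size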
Target sequence (P46063 whole entry, looked up): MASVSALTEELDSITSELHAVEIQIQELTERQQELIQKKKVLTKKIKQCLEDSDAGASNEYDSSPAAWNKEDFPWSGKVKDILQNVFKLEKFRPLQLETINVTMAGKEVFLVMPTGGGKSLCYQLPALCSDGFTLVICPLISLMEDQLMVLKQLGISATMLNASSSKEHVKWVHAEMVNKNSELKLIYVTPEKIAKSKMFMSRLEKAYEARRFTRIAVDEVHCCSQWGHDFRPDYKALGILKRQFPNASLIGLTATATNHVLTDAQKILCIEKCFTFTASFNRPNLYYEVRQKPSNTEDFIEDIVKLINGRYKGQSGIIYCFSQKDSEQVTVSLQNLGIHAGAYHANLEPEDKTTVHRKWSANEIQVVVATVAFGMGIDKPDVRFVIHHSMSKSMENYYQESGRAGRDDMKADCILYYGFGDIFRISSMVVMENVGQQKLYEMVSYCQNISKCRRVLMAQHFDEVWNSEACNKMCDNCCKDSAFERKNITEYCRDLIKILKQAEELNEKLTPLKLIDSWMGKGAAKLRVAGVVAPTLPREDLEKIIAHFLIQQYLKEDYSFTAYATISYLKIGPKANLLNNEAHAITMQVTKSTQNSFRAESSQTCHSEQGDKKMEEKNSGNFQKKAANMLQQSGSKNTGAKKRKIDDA
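50 nM RECQ1T1 preincubated 15 min with compound in Tris pH 8.0 buffer with MgCl2, DTT, Tween-20 and 2.5 ug/ml poly(dI-dC); started with 200 nM TAMRA/BHQ-2 forked duplex and 2 mM ATP. Unwinding read as fluorescence (525/598 nm), two reads 2 h apart.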
Numbers without * were called inactive; i = inactive; ? = inconclusive; . = not tested or not shown; & = joins results of further samples; [ ] = another dose, or the depositor's remark. Unless noted, the call rests on the fitted dose curve; in most records, active means well fitted curve in the direction sought with a large enough effect; inconclusive means small, poorly fitted or top-dose-only effect, or another doubt; inactive means no such curve, though single readings can be large; an effect the other way counts as inactive or inconclusive. Potency means the concentration at half of the fitted maximal effect.

#	smiles	Tau fibril FP	L3MBTL1 inh	Tau fluor counter	TRb-SRC2 inh
1	COc1ccc(-n2nnc(C(=O)Nc3ccccc3F)c2N)cc1	3%	.	-10%	-3%
2	COc1cccc(OC)c1C(=O)Nc1ccc([N+](=O)[O-])cn1	2%	5%	3%	-1%
3	O=C(NCc1ccccc1F)Nc1ccc([N+](=O)[O-])cc1	0%	.	-18%	-2%
4	CCOC1=NS(=O)(=O)c2ccccc21	-7%	4%	-6%	3%
5	COc1ccccc1NC(=O)c1ccccc1NS(C)(=O)=O	0%	3%[11.4 µM]	6%	7%
6	Cc1ccc(CN(CC2CCCO2)C(=O)CN2C(=O)C(C(C)C)Oc3ccccc32)o1 (configuration not stated)	9%	-5%	-4%	-8%
7	COCCN1C(=O)N[C@@H](c2ccc(Br)cc2)C(C(C)=O)=C1C	-11%&-1%	5%	-14%&-8%	5%&-7%
8	O=C(N/N=C/C=C/c1ccco1)/C(=C/c1ccccc1)NC(=O)c1ccccc1	-1%	-11%	-12%	-11%
9	COc1ccc(/C=C/C2=CC3(C)CC2(C)C(c2ccc(OC)cc2)CC3=O)cc1 (configuration not stated)	-2%[11.6 µM]	.	-20%[11.6 µM]	3%[11.2 µM]
10	Cc1nnc(NC(=O)CSc2nc(CC(C)C)nc3c2c(=O)n(C)c(=O)n3C)s1	-14%	.	-1%	1%

#	HTT cytoprotect	Tau ThT inhib	TR SRC2 fluor cs	RECQ1 inh
1	.	-7%	6%	.
2	41%[0.074 µM]	1%	1%	-7%
3	-1%	1%	-5%	i
4	-10%[1.9 µM]	-4%	-9%	-5%
5	-2%	0%	-6%	0%
6	-1%	-15%	-2%	-6%
7	-19%	-12%&-8%	-2%&1%	-3%
8	19%[10 µM]	?	-2%	-27%
9	12%[10 µM]	?	-10%[11.2 µM]	i[11.5 µM]
10	?	3%	-1%	-7%

Entries from the list above containing a carbonyl joined to an NH by a bond outside any ring:
#	smiles	Tau fibril FP	L3MBTL1 inh	Tau fluor counter	TRb-SRC2 inh
1	COc1ccc(-n2nnc(C(=O)Nc3ccccc3F)c2N)cc1	3%	.	-10%	-3%
2	COc1cccc(OC)c1C(=O)Nc1ccc([N+](=O)[O-])cn1	2%	5%	3%	-1%
3	O=C(NCc1ccccc1F)Nc1ccc([N+](=O)[O-])cc1	0%	.	-18%	-2%
5	COc1ccccc1NC(=O)c1ccccc1NS(C)(=O)=O	0%	3%[11.4 µM]	6%	7%
8	O=C(N/N=C/C=C/c1ccco1)/C(=C/c1ccccc1)NC(=O)c1ccccc1	-1%	-11%	-12%	-11%
10	Cc1nnc(NC(=O)CSc2nc(CC(C)C)nc3c2c(=O)n(C)c(=O)n3C)s1	-14%	.	-1%	1%

#	HTT cytoprotect	Tau ThT inhib	TR SRC2 fluor cs	RECQ1 inh
1	.	-7%	6%	.
2	41%[0.074 µM]	1%	1%	-7%
3	-1%	1%	-5%	i
5	-2%	0%	-6%	0%
8	19%[10 µM]	?	-2%	-27%
10	?	3%	-1%	-7%

The results go on:
#	smiles	Tau fibril FP	L3MBTL1 inh	Tau fluor counter	TRb-SRC2 inh
11	Cc1c(Cc2ccccc2)sc(NC(=O)C(C)(C)C)c1C(N)=O	-21%	-5%[11.4 µM]	?	-3%
12	O=c1[nH]c2ccccc2cc1-c1nnn(-c2ccc(F)cc2)n1	-8%	42%[activator]	?	-4%
13	CN(C)c1ccc(-c2cc([C@H]3[C@@H]4C=CCC[C@@]4(C)C(=O)N3Cc3ccccc3)ccc2F)cc1	6%	.	-24%	-1%
14	COc1ccc(/C=C/C(=O)OCC(=O)c2c(C)[nH]c3ccccc23)cc1OC	?	-7%	?	-5%
15	CC1CC(C)CN(S(=O)(=O)c2ccc(Oc3ccc([N+](=O)[O-])cc3)cc2)C1 (configuration not stated)	2%	-18%	-6%	17%
16	Cc1cc(=O)oc2cc(OCCSCCN3CCCC3)ccc12	1%	-8%	-11%	-4%
17	CC(=O)Nc1nc(C2CC2)cc(-c2ccccc2)c1C#N	-11%[2.34 µM]	4%	-7%[2.34 µM]	7%
18	CCn1ccc(C(=O)Nc2ccccc2Cl)n1	-3%	16%	-9%	-5%[53 µM]
19	COC(=O)c1cc(C(=O)OC)cc(N2C(=O)CC(N3CCN(c4ccccc4)CC3)C2=O)c1 (configuration not stated)	3%	20%[11.4 µM]	-17%	-1%
20	CCCCCOC(=O)NCCOC(=O)Nc1ccc(C(=O)OCC)cc1	3%	10%	-15%	-10%

#	HTT cytoprotect	Tau ThT inhib	TR SRC2 fluor cs	RECQ1 inh
11	-8%	?	-7%	i
12	-51%[inhibitor][10 µM]	?	-3%	-13%
13	-6%[10 µM]	?	1%	-9%
14	10%[10 µM]	?	-4%	-6%
15	-8%[10 µM]	-1%	-2%	-5%
16	8%[10 µM]	-17%	-2%	-26%
17	-14%[10 µM]	-3%	5%	-2%
18	2%[10 µM]	-5%	-1%[53 µM]	i
19	-4%	-16%	-1%	1%
20	14%	-3%	1%	-10%

(more compounds)
#	smiles	Tau fibril FP	L3MBTL1 inh	Tau fluor counter	TRb-SRC2 inh
21	CCc1ccc(C(=O)c2cn(Cc3ccccc3)c3cc(OC)c(OC)cc3c2=O)cc1	8%	.	-17%	4%
22	O=C(CSc1ccc(-c2nc3ccccc3[nH]2)cn1)N1CCN(C(=O)c2ccco2)CC1	-9%	0%	-8%	-12%
23	COc1cccc(-n2nnc(-c3nc(-c4ccccc4F)no3)c2C)c1	-4%	.	-19%	2%
24	Cc1ccc(C(CC(=O)Nc2ccc(C)cc2C)N2Cc3ccccc3C2=O)cc1 (configuration not stated)	-1%	.	-18%	4%

#	HTT cytoprotect	Tau ThT inhib	TR SRC2 fluor cs	RECQ1 inh
21	.	?	-3%	.
22	-35%[inhibitor][10 µM]	-13%	-2%	?
23	.	-13%	-1%	.
24	.	-15%	-2%	.

Among those listed so far, 2 contain an aryl thioether with sulfur outside any ring:
#	smiles	Tau fibril FP	L3MBTL1 inh	Tau fluor counter	TRb-SRC2 inh
10	Cc1nnc(NC(=O)CSc2nc(CC(C)C)nc3c2c(=O)n(C)c(=O)n3C)s1	-14%	.	-1%	1%
22	O=C(CSc1ccc(-c2nc3ccccc3[nH]2)cn1)N1CCN(C(=O)c2ccco2)CC1	-9%	0%	-8%	-12%

#	HTT cytoprotect	Tau ThT inhib	TR SRC2 fluor cs	RECQ1 inh
10	?	3%	-1%	-7%
22	-35%[inhibitor][10 µM]	-13%	-2%	?

These rows are one share of the data. The share of hits here may be higher or lower than overall.
